MITF primary = MITF inhibitors, primary screen, biochemical, AlphaScreen, human | Microphthalmia-associated transcription factor (Homo sapiens), O75030 | AlphaScreen MITF homodimerization, bead proximity signal | inhibition, % at 2.6 µM | 650,000 tested, 0.91% active; in the data active = inhibition above about 50%;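 note: 0% = vehicle wells with protein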
Target sequence (O75030 whole entry, looked up): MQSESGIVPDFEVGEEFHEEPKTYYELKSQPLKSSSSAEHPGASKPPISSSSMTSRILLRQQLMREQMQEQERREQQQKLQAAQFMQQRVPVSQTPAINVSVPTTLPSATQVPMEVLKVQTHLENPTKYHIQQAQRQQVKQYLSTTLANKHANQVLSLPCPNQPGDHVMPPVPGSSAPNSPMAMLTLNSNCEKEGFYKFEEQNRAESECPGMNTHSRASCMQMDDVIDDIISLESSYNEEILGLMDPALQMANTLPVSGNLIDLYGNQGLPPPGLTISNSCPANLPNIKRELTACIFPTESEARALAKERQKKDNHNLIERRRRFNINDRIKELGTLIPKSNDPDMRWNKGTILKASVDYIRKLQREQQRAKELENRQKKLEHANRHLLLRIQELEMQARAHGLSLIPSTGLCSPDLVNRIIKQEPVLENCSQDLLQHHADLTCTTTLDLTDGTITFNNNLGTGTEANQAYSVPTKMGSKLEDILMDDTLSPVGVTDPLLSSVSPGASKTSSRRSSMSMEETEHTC
GPR151 activ = activators of human GPR151, primary screen, cell-based, PathHunter beta-arrestin, luminescence; G-protein coupled receptor 151 (Homo sapiens), Q8TDV0; PathHunter beta-arrestin GPR151 cells; activation, % at 11.2 µM; 650,000 tested, 1% active; AID 1508602, 2020; in the data active = activation above about 4.9%;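 note: 0% = median of compound wells and 100% = cells with positive control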
Target sequence (Q8TDV0 whole entry, looked up): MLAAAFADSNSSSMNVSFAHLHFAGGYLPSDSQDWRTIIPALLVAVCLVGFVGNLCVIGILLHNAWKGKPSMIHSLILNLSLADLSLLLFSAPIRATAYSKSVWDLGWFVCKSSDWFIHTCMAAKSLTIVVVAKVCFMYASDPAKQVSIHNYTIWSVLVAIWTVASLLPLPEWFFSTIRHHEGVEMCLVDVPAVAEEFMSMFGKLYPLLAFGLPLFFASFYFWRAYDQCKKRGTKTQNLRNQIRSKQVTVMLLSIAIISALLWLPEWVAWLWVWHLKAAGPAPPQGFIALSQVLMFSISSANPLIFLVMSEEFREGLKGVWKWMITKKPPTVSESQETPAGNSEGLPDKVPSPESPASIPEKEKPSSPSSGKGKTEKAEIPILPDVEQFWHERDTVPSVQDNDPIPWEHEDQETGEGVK
TEAD-YAP inh = TEAD-YAP interaction inhibition, primary screen, TEAD-YAP interaction inhibitor project, luminescence, HEK-TIYL cells; inhibition, % at 9.12 µM; 640,000 tested, 1.4% active; TEAD-Gal4/YAP UAS-luciferase luminescence; in the data active = inhibition above about 32%;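 note: 0% = median of test compound wells and 100% = reference inhibitor wells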
FBW7 activator = FBW7 E3 ligase activators, primary screen, biochemical, AlphaScreen, human | F-box/WD repeat-containing protein 7 (Homo sapiens), Q969H0 | AlphaScreen FBW7–phospho-cyclin E peptide binding, activator screen | normalized activity (activation), % at 26.1 µM | 650,000 tested, 0.13% active; in the data active = normalized activity above about 1.9%;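 note: purified mutant Fbw7 with reduced substrate affinity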
An asterisk follows results filed as active; / = not tested or not shown.

Values run as follows: GPR151 activ	MITF primary	TEAD-YAP inh	FBW7 activator
- CCN1CCN(C(=O)c2ccc(CS(=O)(=O)Cc3ccc(C)cc3)o2)CC1
    0.9	24	-7	1.5
- O=C(CC1Sc2ccccc2NC1=O)Nc1ccc(N2CCCC2)cc1 (configuration not stated)
    0.7	9	9	-0.3
- O=C(O)c1ccc(NC(=O)c2cn(-c3ccccc3)nc2-c2cccnc2)cc1
    0.0	15	-4	0.2
- O=S(=O)(NCCCN1CCOC(c2ccccc2)C1)c1cccc(Cl)c1 (configuration not stated)
    -1.2	10	1	0.3
- CCCCOC(=O)c1ccc(NC(=O)/C=C/c2ccco2)cc1
    1.3	-3	0	-0.1
- Oc1ccc(Br)cc1C1=NNC(c2cccs2)C1 (configuration not stated)
    0.7	-9	-59	-0.1
- CCOC(=O)c1ccccc1NC(=O)Nc1cccc(Cl)c1
    -1.9	15	0	0.7
- CN(Cc1ccccn1)c1nc2nonc2nc1N1CCCCCC1
    1.4	-8	2	0.0
- CCC(=O)CCn1[nH]c(=O)c2ccccc2c1=O
    -0.6	-1	-8	-0.1
- CC1=NN(c2ccc(I)cc2)C(=O)/C1=C/c1cc([N+](=O)[O-])ccc1O
    2.6	7	15	-0.6
- Cn1cc(S(=O)(=O)CC(=O)Nc2ccc3c(c2)OCO3)c2ccccc21
    0.2	20	3	0.1
- CCN(C(=O)C(Cl)Cl)c1ccc(C(O)(C(=O)OC)C(F)(F)F)cc1 (configuration not stated)
    -0.7	19	14	0.6
- CN(Cc1ccco1)S(=O)(=O)c1ccc(C(=O)Nc2cccc3ccccc23)cc1
    -0.3	17	14	0.4
- COc1ccccc1-c1cc(C(F)(F)F)n2ncc(C(=O)N3CCCC3)c2n1
    0.4	-3	-2	0.1
- Cc1ccc(O)c(N/C=C/C(=O)c2ccc(F)cc2)c1
    -0.8	13	-57	-0.1
- C=CCNC(=S)NNC(=O)c1[nH]c(C)c(C(=O)OCC)c1C
    -0.5	10	4	0.2
- COCCNC(=O)CCC1CCN(Cc2ccc(OC)c(OC)c2OC)CC1
    -0.7	7	0	0.9
- Cc1ccc(CNc2nc3ccccc3s2)s1
    1.4	0	66*	0.1
- CCN(CC)C(=O)CSc1nc2cccnc2n1C
    -0.3	-12	0	-0.2
- CCOCCCNC(=O)CC1C(=O)NCCN1Cc1ccc(OC)cc1F (configuration not stated)
    -1.5	-1	-4	-0.2
- O=C(Cc1cccs1)OCCN=C1NS(=O)(=O)c2ccccc21
    2.1	-3	-1	-0.1
- CNC(=O)c1c(NC(=O)c2ccc(OC)cc2OC)sc2c1CCCCC2
    -0.4	-15	-4	0.1
- CCC1=C[C@H]2CN(C1)Cc1c([nH]c3ccccc13)[C@@](C(=O)OC)(c1cc3c(cc1OC)N(C)[C@H]1[C@@](O)(C(=O)OC)[C@H](OC(C)=O)[C@]4(CC)C=CCN5CC[C@]31[C@@H]54)C2
    1.9	33	56*	-0.3
- CCCCc1ccc(NS(=O)(=O)c2cc(Cl)ccc2Cl)cc1
    0.5	13	7	0.3
- CC1CCCC(NC(=O)COC(=O)c2cccc(Br)c2)C1C (configuration not stated)
    1.5	4	10	-0.2
- O=C(Nc1c(-c2cccs2)nc2ccccn12)c1cccc([N+](=O)[O-])c1
    -1.1	-2	7	-0.1
- O=C(O)CCN1CC2([N+](=O)[O-])CC=C(C(=O)O)C([N+](=O)[O-])(C1)C2 (configuration not stated)
    0.0	1	1	0.1
- COc1ccc(C[C@@H](N)c2nc3ccc(-c4cn[nH]c4)cc3c(=O)[nH]2)cc1OC
    -1.5	34	6	-0.4
- COc1cc(C(C2=C(O)CC(C)(C)CC2=O)C2C(=O)CC(C)(C)CC2=O)c([N+](=O)[O-])cc1OC (configuration not stated)
    1.2	-5	10	-0.1
- O=C(CC1C(=O)NCCN1C(=S)Nc1ccccc1)Nc1ccc(F)cc1 (configuration not stated)
    -0.3	-11	1	-0.1
- N=C1/C(=C/c2cn(CCCOc3ccccc3Cl)c3ccccc23)C(=O)N=C2SC=CN12
    -0.5	15	7	0.3
- COc1ccc(Br)cc1CN1CCN(C(=O)c2cccc(F)c2)CC1
    -0.4	45	-6	-0.3
- CCOC(=O)C1=C(C)OC(N)=C(C#N)C1c1c(C)c(C)cc(C)c1C (configuration not stated)
    -0.7	20	-1	0.2
- CCCCNC(=O)CSc1nc2ccccc2n1S(=O)(=O)c1ccc(OC)cc1
    1.8	-6	-11	0.0
- CCC(C)NC(=O)C(NS(=O)(=O)c1ccc(C)cc1)C(C)CC (configuration not stated)
    -1.4	8	-7	0.1
- O=C(Oc1ccccc1)c1cc2c3c(c1O)C1C=CCC1CN3CC1CC=CC21 (configuration not stated)
    -1.5	19	-14	0.2
- CC(C)c1ccc(-n2cnc3cc(C(=O)NCC4CCCO4)ccc32)cc1 (configuration not stated)
    0.8	2	18	-0.1
- Cc1cc(NS(=O)(=O)c2ccccc2)c(C(C)C)c(Br)c1O
    1.9	12	11	-0.1
- Cn1c(CN2CCOCC2)nnc1SCC(=O)Nc1ccccc1Br
    -0.9	18	9	0.3
- C=CCNC(=O)COC(=O)CNS(=O)(=O)c1ccc(OCC)cc1
    0.5	-7	6	0.0
- CC(C)[C@H](Cn1nnc2ccccc21)NC(=O)Cn1cnc2ccccc2c1=O
    -0.7	1	1	-0.1
- CC(=O)Nc1ccc2nc(SCc3ccc(I)cc3)sc2c1
    -0.1	-4	-4	0.6
- CC1(C)CC2C1CCC1(C)OC1CCC2(C)O (configuration not stated)
    0.6	-3	-10	0.0
- COCCCNC(=O)C(=O)Nc1cc(Cl)ccc1OC
    -0.4	5	7	0.0
- CO[C@@H]1COC(=O)[C@H](Cc2ccccc2)NC(=O)[C@@H](C)COC(=O)C/C=C/[C@@H]1C
    -1.3	5	/	0.0
- COC(=O)CC(C)(C)/C(C)=N/NS(=O)(=O)c1ccc(C)cc1
    -0.8	-6	4	0.0
- CC(C)c1nc2ccc(-c3cnn(-c4cccc(N5CCOCC5)c4)c3)cc2c(=O)[nH]1
    1.0	3	-1	-0.3
- CC(C(=O)NC1CCCCC1)N1C(=O)c2ccccc2C1=O (configuration not stated)
    0.2	-6	-1	0.2
- CC1=C(C(=O)c2ccccc2)C(C)C(C(=O)c2ccccc2)=C(C)N1
    0.2	9	2	0.1
- CC(=O)N(CCCO)Cc1cc2cc3c(cc2[nH]c1=O)OCCO3
    -0.6	8	-14	0.1
- Cc1sc(NC(=O)c2ccco2)c(C(c2cccnc2)N2CCCCC2)c1C (configuration not stated)
    3.7	2	41*	0.0
- CCCCC/C=C\C/C=C\C[C@@H](O)[C@@H](O)C/C=C\CCCC(=O)O
    -3.1	0	/	/
- Cc1ccc(S(=O)(=O)C(CNC(=O)C(=O)NCCN(C)C)c2ccco2)cc1 (configuration not stated)
    -0.1	4	-1	-0.2
- O=C(CSc1nc(N2CCCCC2)nc2ccccc12)Nc1ccc2c(c1)OCCO2
    -0.8	15	-11	0.3
- CCOC(=O)c1sc(NC(=O)c2sc3ccccc3c2Cl)cc1C
    0.2	2	-6	-0.1
- COc1ccccc1-n1c(SCC(=O)NCC(C)C)nnc1-c1ccncc1
    -0.6	-4	8	-0.1
- CC(=O)Nc1ccc(S(=O)(=O)NC(CSc2ccc(C(=O)O)cc2[N+](=O)[O-])C(=O)O)cc1 (configuration not stated)
    0.6	2	-3	-0.2
- COc1ccccc1NC(=O)C(=O)NCC1CCCO1 (configuration not stated)
    0.3	-2	9	0.0
- O=C(NCCc1ccccc1)c1ccc2c(=O)n(CCc3c[nH]c4ccccc34)c(=S)[nH]c2c1
    0.8	-1	-2	0.0
- CCOC(=O)Cn1nc(-c2ccc(C)cc2)ccc1=O
    -0.5	3	-19	0.1

(cont.)
Values run as follows: GPR151 activ	MITF primary	TEAD-YAP inh	FBW7 activator
- Cc1ccc(C2C(=O)N(C3CCCC3)CC(=O)N2C2CCCCC2)cc1 (configuration not stated)
    -0.7	8	-4	-0.1
- COc1ccc2c(c1)CC(c1nc(N(C)CCCO)c3ccc(-c4cn[nH]c4)cc3n1)CO2 (configuration not stated)
    0.0	-1	0	0.1
- c1nc2sc3c(c2c2nnnn12)CCCC3
    -0.9	6	4	0.0
- CSc1ccc(CCNCc2c(C(=O)O)c(C)n(Cc3ccc(C)cc3)c2C)cc1
    4.6	32	1	0.9
- COc1ccc2oc(=O)c(S(=O)(=O)c3ccc(OC)c(OC)c3)cc2c1
    -0.5	-1	5	-0.1
- COC(=O)c1sccc1NC(=O)Cn1ncc2c(=O)oc3ccc(C)cc3c21
    0.3	-5	-2	-0.4
- O=C(c1ccc(S(=O)(=O)N2CCOCC2)cc1)N1CCN(c2ccccc2)CC1
    0.6	9	-8	-0.1
- CCC(Oc1ccccc1)C(=O)Nc1ncn[nH]1 (configuration not stated)
    2.0	8	0	-0.7
- Cc1ccc(NC(=O)CN(C)CC(=O)Nc2ccc(F)c(F)c2F)c(Cl)c1
    -0.7	5	-4	0.0
- CCC[C@@H]1C[C@@H](C(=O)N[C@@H]([C@H]2O[C@H](SC)[C@H](O)[C@@H](O)[C@@H]2O)[C@@H](C)O)N(C)C1
    -1.8	20	-3	0.0
- Cc1sc2ncnc(NCc3ccc4c(c3)OCO4)c2c1C
    0.5	0	18	-0.1
- CNC(=O)c1ccsc1NC(=O)c1ccc(S(=O)(=O)N(C)C2CCCCC2)cc1
    -0.3	-15	-9	-0.1
- O=c1c2ccccc2nnn1Cc1cccnc1
    0.1	4	-1	-0.1
- O=C(NC1CC1)c1ccc2cncc(-c3ccsc3)c2n1
    -1.5	11	71*	-0.1
- COCCNC(=O)c1ccc2c(=O)n(Cc3ccc4c(c3)OCO4)c(SCC(=O)NCC3CCCO3)nc2c1 (configuration not stated)
    -0.7	-9	11	0.0
- NC(=O)Cn1ccn(-c2cccc(Cl)c2)c(=O)c1=O
    8.1*	2	1	-0.1
- CCCCOC(=O)C1=C(C)Nc2nnnn2C1c1ccccc1Cl (configuration not stated)
    0.3	5	2	0.2
- COc1ccc(CNC(=O)COC(=O)C2=NNC(=O)CC2)cc1
    0.5	13	11	0.7
- Cc1ccsc1/C=C1\SC(=O)N(CC(=O)Nc2ccccc2F)C1=O
    -0.5	10	-4	0.0
- CCCCNC(=O)CN1C(=O)/C(=C\c2ccccc2Cl)Oc2ccccc21
    -0.3	-5	-8	0.1
- Cc1ccccc1NC(=O)CNC(=O)C1CCCCC1
    -1.2	-5	-3	0.0
- CCn1nnc2c(Nc3cccc(C)c3)ncnc21
    -2.8	-1	-61	0.0
- c1cncc(-c2noc(-c3ccco3)n2)c1
    -4.4	15	-47	0.1
- O=C1CCC(C(=O)N(Cc2ccco2)C2(C(=O)NC3CCCCC3)CCCCC2)N1 (configuration not stated)
    -1.7	8	1	0.1
- O=C(Cc1ccccc1)NN=C1CCCC1
    -0.4	-9	-9	0.0
- CC(=O)NC(=S)NNC(=O)c1ccc([N+](=O)[O-])cc1
    -0.8	-3	-5	-0.1
- O=C(NCCCN1CCCCC1)C1CCCN(c2nnc(N3CCCC3=O)s2)C1 (configuration not stated)
    -0.8	12	10	0.0
- Cc1ccccc1N1OC2C(=O)N(c3ccc(F)cc3)C(=O)C2C1c1ccccc1 (configuration not stated)
    0.0	-5	-1	-0.2
- OC1(C(F)(F)F)CC(c2ccc(F)cc2)=NO1 (configuration not stated)
    0.3	-2	-6	0.0

Gathered by group: the compounds so far containing a Cl atom (11)
Values run as follows: GPR151 activ	MITF primary	TEAD-YAP inh	FBW7 activator
- O=S(=O)(NCCCN1CCOC(c2ccccc2)C1)c1cccc(Cl)c1 (configuration not stated)
    -1.2	10	1	0.3
- CCOC(=O)c1ccccc1NC(=O)Nc1cccc(Cl)c1
    -1.9	15	0	0.7
- CCN(C(=O)C(Cl)Cl)c1ccc(C(O)(C(=O)OC)C(F)(F)F)cc1 (configuration not stated)
    -0.7	19	14	0.6
- CCCCc1ccc(NS(=O)(=O)c2cc(Cl)ccc2Cl)cc1
    0.5	13	7	0.3
- N=C1/C(=C/c2cn(CCCOc3ccccc3Cl)c3ccccc23)C(=O)N=C2SC=CN12
    -0.5	15	7	0.3
- COCCCNC(=O)C(=O)Nc1cc(Cl)ccc1OC
    -0.4	5	7	0.0
- CCOC(=O)c1sc(NC(=O)c2sc3ccccc3c2Cl)cc1C
    0.2	2	-6	-0.1
- Cc1ccc(NC(=O)CN(C)CC(=O)Nc2ccc(F)c(F)c2F)c(Cl)c1
    -0.7	5	-4	0.0
- NC(=O)Cn1ccn(-c2cccc(Cl)c2)c(=O)c1=O
    8.1*	2	1	-0.1
- CCCCOC(=O)C1=C(C)Nc2nnnn2C1c1ccccc1Cl (configuration not stated)
    0.3	5	2	0.2
- CCCCNC(=O)CN1C(=O)/C(=C\c2ccccc2Cl)Oc2ccccc21
    -0.3	-5	-8	0.1

Bioassay records as filed in PubChem.
